bIAP inh – blocks bovine intestinal alkaline phosphatase activity; 190,000 tested, under 10 active; inhibition, % at 20 µM; purified bovine IAP, CDP-star luminescence, 30 min;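 active = over 50% inhibition of intestinal alkaline phosphatase at 20 µM in the single-dose screen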
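Incubation: 30 min reaction at room temperature / Material: purified bovine intestinal alkaline phosphatase (IAP) enzyme / Input: enzyme at 1/65,000,000 dilution / Dosing: 20 µM single dose / Signal: CDP-star luminescence signal / Reagent: CDP-star chemiluminescent phosphatase substrate, 30 µM final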
RAM inhibit – blocks the yeast RAM network; S. cerevisiae dse1pr::URA3 reporter, 5-FOA growth OD615, 2 d; analog-sensitive cbk1-as2 kinase mutant strain; inhibition, % at 50 µM; 1.8% of 190,000 active;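 active = inhibition above a set limit, 3 SD over mean compound inhibition, cut at about 8.4% in these data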;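 also: 0% = DMSO-only wells with no growth and 100% = 10 µM 1-NA-PP1 full growth; inhibition rescues growth on 5-FOA so higher OD means more RAM inhibition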
S1P3 antag – blocks the human S1P3 receptor | inhibition, % at 4.98 µM | Q99500 | CHO S1P3 NFAT-BLA reporter, FRET fluorescence, antagonist mode | 0.27% of 170,000 active;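 active = inhibition above the plate cutoff, the mean inhibition of test wells on that plate plus 3 SD, cut at about 28% in these data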;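 also: cells challenged with S1P at its EC80 of 0.8 µM; blue over green emission ratio from cleaved BLA substrate after 4 h stimulation; 0% = S1P-stimulated wells and 100% = unstimulated DMSO-only wells; some compounds past the cut are filed as inactive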
Target sequence (Q99500 whole entry, looked up): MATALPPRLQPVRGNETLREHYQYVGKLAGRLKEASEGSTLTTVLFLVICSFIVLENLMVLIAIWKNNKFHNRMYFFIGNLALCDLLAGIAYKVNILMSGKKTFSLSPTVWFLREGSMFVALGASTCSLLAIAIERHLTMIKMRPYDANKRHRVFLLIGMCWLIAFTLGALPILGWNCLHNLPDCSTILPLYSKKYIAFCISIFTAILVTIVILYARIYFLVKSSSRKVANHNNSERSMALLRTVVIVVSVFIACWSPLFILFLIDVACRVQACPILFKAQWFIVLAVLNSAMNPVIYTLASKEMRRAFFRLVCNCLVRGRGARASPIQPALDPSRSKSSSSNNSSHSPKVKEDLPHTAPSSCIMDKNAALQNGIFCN
HMGR II inh – inhibitors of class II HMG-CoA reductase from Enterococcus faecalis | purified E. faecalis HMGR, NADPH absorbance 340 nm kinetic | inhibition, % at 10 µM | 0.41% of 190,000 active;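 active = inhibition above a set limit, the median over all tested compounds plus 3 SD, cut at about 9.5% in these data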;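 also: enzyme runs in reverse so mevalonate oxidation gives rising NADPH absorbance; 0% = complete reaction with DMSO and 100% = background rate lacking mevalonate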
PPARg SRC-3 ag – PPARgamma-driven SRC-3 recruitment agonism; P37231; biochemical PPARgamma/SRC-3 coactivator recruitment assay; activation, % at 8 µM; 0.26% of 200,000 active; in the data active = activation above about 23%;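 also: 0% = DMSO and 100% = reference agonist; some compounds past the cut are filed as inactive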
Target sequence (P37231 whole entry, looked up): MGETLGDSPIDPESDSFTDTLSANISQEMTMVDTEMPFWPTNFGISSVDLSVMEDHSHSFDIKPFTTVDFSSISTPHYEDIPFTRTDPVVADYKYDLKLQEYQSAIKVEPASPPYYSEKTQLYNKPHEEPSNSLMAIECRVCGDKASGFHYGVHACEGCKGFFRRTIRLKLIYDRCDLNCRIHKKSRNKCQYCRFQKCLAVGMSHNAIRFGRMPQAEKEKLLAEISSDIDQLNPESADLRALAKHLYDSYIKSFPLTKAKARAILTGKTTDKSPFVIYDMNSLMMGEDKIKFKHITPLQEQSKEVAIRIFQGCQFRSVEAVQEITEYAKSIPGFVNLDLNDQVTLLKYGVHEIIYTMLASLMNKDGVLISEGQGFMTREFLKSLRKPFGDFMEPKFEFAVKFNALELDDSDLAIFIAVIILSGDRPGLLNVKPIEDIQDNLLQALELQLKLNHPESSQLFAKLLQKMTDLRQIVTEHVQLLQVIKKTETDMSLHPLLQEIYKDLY
Redox H2O2 prof – compounds producing H2O2 with reducing agent – biochemical, NIH compound library profiling, artefact control for MLSCN library redox annotation, primary screen | DTT-dependent redox cycling H2O2, phenol red/HRP absorbance; 100% = 100 µM peroxide control, 0% = buffer | activation, % at 10 µM | 0.03% of 200,000 active | AID 878;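 active = activation of at least 50% relative to the plate's high and low controls in the primary single-dose screen; inactive = activation below 50%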;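 also: compound incubated with DTT at 0.8 mM final as the reducing agent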
SRC2 TRFRET art – TR-FRET artefact, counter-screen to PPARgamma/SRC-2 agonist assay | AID 1049 | 0.4% of 200,000 active | TR-FRET ratio at 8 µM | hits give high values; in the data active = TR-FRET ratio above about 2000; also: inactives centre near 1500; reference of the scale not given here
PPARg SRC-1 ag – promotes SRC-1 coactivator recruitment by human PPARgamma | PPARgamma-SRC-1 coactivator recruitment biochemical assay | activation, % at 8 µM | 0.41% of 200,000 active | AID 631; in the data active = activation above about 19%;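 also: 0% = DMSO and 100% = reference agonist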
PPARg SRC-2 ag – agonists of SRC-2 recruitment by human PPARgamma. P37231. PPARgamma LBD-SRC-2 recruitment, biochemical. activation, % at 8 µM. 0.34% of 200,000 active; in the data active = activation above about 22%;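 also: 0% = vehicle and 100% = reference agonist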
L major viab – reduces viability of Leishmania major promastigotes | resazurin fluorescence viability | inhibition, % at 10 µM | 9% of 200,000 active | AID 1063; in the data active = inhibition above about 50%;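 also: promastigotes grown with compound for 44 hours at 28 °C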
ROMK mod – modulates human ROMK potassium channel activity; B-score at 10 µM; 2% of 130,000 active; P48048; AID 1918; Tet-inducible ROMK, thallium flux fluorescence; actives lie on both sides;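 active = signal ratio slope over the read window, or its plate-corrected B-score, at least 3 SD from the plate mean, either direction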;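 also: B-score of the F/F0 ratio slope over 7 to 12 s after thallium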
An asterisk follows results filed as active; / = not tested or not shown.

The opening 4 compounds, ahead of the listing:
SMILES	bIAP inh	RAM inhibit	S1P3 antag	HMGR II inh	PPARg SRC-3 ag	Redox H2O2 prof	SRC2 TRFRET art	PPARg SRC-1 ag	PPARg SRC-2 ag	L major viab	ROMK mod
Cc1cc(C(F)F)nn1CC(=O)Nc1cc([N+](=O)[O-])ccc1F	6	3.1	-17	-2	4	0.0	1530	2	3	-4	0.25
CCN(CC)S(=O)(=O)c1ccc(N2CCCCC2)c(C(=O)Nc2ccccc2N2CCOCC2)c1	-2	1.4	/	-4	-2	0.1	1409	-3	-6	40	-3.6*
COc1ccc(OC)c(-n2c(=S)[nH]c3c(sc(=S)n3-c3ccccc3C)c2=O)c1	11	7.9	9	-2	5	-0.4	1558	4	5	-7	0.15
Cc1ccccc1-n1c(SCC(=O)Nc2ccccc2)nc2nc3c(cc2c1=O)CCCC3	-16	3.3	-2	13*	1	1.5	1842	6	3	98*	-0.34

The list itself, repeating the preview:
SMILES	bIAP inh	RAM inhibit	S1P3 antag	HMGR II inh	PPARg SRC-3 ag	Redox H2O2 prof	SRC2 TRFRET art	PPARg SRC-1 ag	PPARg SRC-2 ag	L major viab	ROMK mod
Cc1cc(C(F)F)nn1CC(=O)Nc1cc([N+](=O)[O-])ccc1F	6	3.1	-17	-2	4	0.0	1530	2	3	-4	0.25
CCN(CC)S(=O)(=O)c1ccc(N2CCCCC2)c(C(=O)Nc2ccccc2N2CCOCC2)c1	-2	1.4	/	-4	-2	0.1	1409	-3	-6	40	-3.6*
COc1ccc(OC)c(-n2c(=S)[nH]c3c(sc(=S)n3-c3ccccc3C)c2=O)c1	11	7.9	9	-2	5	-0.4	1558	4	5	-7	0.15
Cc1ccccc1-n1c(SCC(=O)Nc2ccccc2)nc2nc3c(cc2c1=O)CCCC3	-16	3.3	-2	13*	1	1.5	1842	6	3	98*	-0.34
CN(C)C(CNC(=O)c1cccs1)c1cccnc1 (stereo not drawn)	16	2.1	-6	-7	-3	0.1	1595	0	1	-8	/
COc1ccc2nc(SCC(=O)Nc3ccccc3)[nH]c2c1	-2	3.8	-7	-3	3	0.0	1322	-1	0	2	0.72
O=C1S/C(=C\c2ccc(O)c([N+](=O)[O-])c2)C(=O)N1Cc1cccc([N+](=O)[O-])c1	12	4.5	-21	6	3	0.5	1679	2	-9	-9	/
O=C(Nc1ccc2c(c1)OCCO2)c1ccc2ccccc2n1	5	2.7	-5	1	2	0.0	1369	-4	-5	7	-0.048
Cc1c(N=Cc2ccc(O)c(Br)c2)cccc1[N+](=O)[O-]	-11	0.0	5	0	2	-0.3	1455	7	-5	-7	0.18
COc1ccc(NC(=S)c2ccc(N(C)C)cc2)cc1	9	0.5	-9	-2	5	0.0	1498	-3	14	-3	-1.3
CS(=O)(=O)N1CCCC(C(=O)Nc2ccc(Br)cc2F)C1 (stereo not drawn)	-11	-0.4	-6	4	8	0.1	1873	12	10	-3	-0.013
Cc1c(NC(=O)CN2C(=O)c3ccccc3C2=O)c(=O)n(-c2ccccc2)n1C	4	3.6	-21	2	2	-0.2	1727	8	3	-2	-0.31
Cc1ccc(S(=O)(=O)Nc2cc(C(C)C)c(O)cc2C)cc1	12	0.8	/	0	-7	-4.0	1506	-4	-5	76*	/
Cc1nn(-c2ccc(C(=O)O)cc2)c(N)c1-c1ccccc1	7	1.3	-9	-2	6	0.1	1371	0	9	-7	0.48
c1ccc(-c2cn3c(n2)SCC3)cc1	-23	1.1	/	-3	2	1.0	1613	-3	0	-4	0.51
COc1ccccc1Nc1nc(-c2sc(NC(=O)c3cccc(Cl)c3)nc2C)cs1	8	6.4	/	-8	15	11	1744	-2	10	10	/
Cc1cccc(C)c1NC(=O)N1CCC(n2cnc3ccccc32)CC1	-5	0.5	-3	-5	0	-0.3	1503	5	5	0	0.97
COC(=O)C(NC(=O)COc1ccccc1)(Nc1nc2c(s1)CCCC2)C(F)(F)F (stereo not drawn)	3	0.7	/	-10	-10	2.4	1471	-2	1	65*	/
CCCS(=O)(=O)c1nnnn1-c1cccc(OC)c1	11	-0.9	-17	-2	4	-2.9	1552	0	1	100*	-8.4*
COC(=O)c1ccc(CSC2=NCCS2)cc1	5	0.3	-5	-7	-1	0.4	1454	2	2	30	-0.063
Cc1cncn1CCc1nc2c3ccccc3nc(=S)n2[nH]1	/	/	-20	/	12	-3.9	1463	-4	1	-8	0.37
Cc1cc(/C=C2/C(=N)N3C(=NC2=O)SN=C3S(C)(=O)=O)c(C)n1-c1ccc(F)cc1	1	4.8	2	-1	5	-0.5	1546	7	-4	-2	1.9
CC(C)c1cc(C(N)=O)c(NC(=O)c2cccc(COc3ccc(Cl)cc3)c2)s1	24	3.6	/	-2	0	0.1	1606	5	10	96*	-0.16
O=C(C1=NNC2C(=O)N(c3ccccc3)C(=O)C12)c1nc(Cl)ccc1Cl (stereo not drawn)	-1	2.1	7	3	2	-0.3	1895	-2	14	-6	-0.0039
O=C(c1ccc([N+](=O)[O-])cc1)N(C1=NCCCCS1)c1ccccc1	31	1.4	/	3	-10	-0.1	1566	-3	3	-4	-1.5

The results go on:
SMILES	bIAP inh	RAM inhibit	S1P3 antag	HMGR II inh	PPARg SRC-3 ag	Redox H2O2 prof	SRC2 TRFRET art	PPARg SRC-1 ag	PPARg SRC-2 ag	L major viab	ROMK mod
O=C(NCc1cccnc1)C(=O)N/N=C/c1ccc([N+](=O)[O-])cc1	-7	3.0	-12	-2	5	-2.1	1509	8	0	2	-0.11
COc1ccc(NC(=S)N2CCc3ccccc3C2)cc1	-6	1.1	-4	3	1	0.1	1458	3	-6	-3	0.18
CCN(Cc1ccccc1)C(=O)COC(=O)CNC(=O)c1ccc(C)s1	2	-0.4	-11	9	-8	-0.3	1310	-1	-6	1	-0.034
Cc1cc(=O)[nH]c(Sc2c(-c3ccccc3)c3ccccc3[nH]c2=O)n1	13	8.7*	/	1	8	0.1	1645	10	9	-7	-0.72
COc1ccc(Oc2nc3ccccc3n3cccc23)cc1	-6	2.4	/	3	0	-2.3	1624	-9	9	-6	/
Cc1cc(C)cc(NC(=S)NC2CC3CCCC(C2)N3C2CC2)c1 (stereo not drawn)	-44	0.7	2	-5	-2	-1.4	1509	3	8	55*	-0.42
CCOc1ccc(NC(=O)CN(C)c2nnnn2-c2ccccc2)cc1OCC	-3	1.1	/	-2	5	-0.2	1744	1	6	0	/
CCc1nnc(NC(=O)CSc2nnnn2-c2cccc(C(=O)OC)c2)s1	15	1.5	1	-3	9	0.4	1735	8	9	-7	1.1
COc1ccc(S(=O)(=O)N2CCOCC2)cc1NC(=O)CSc1ncnc2ccccc12	7	0.6	-5	1	-3	-1.3	1608	2	0	23	0.059
COc1ccc(CNC(=O)COC(=O)C2CCN(S(=O)(=O)c3ccccc3C(F)(F)F)CC2)cc1	21	5.8	-11	-2	-3	0.5	1606	-1	-2	38	-0.64
COc1ccc(S(=O)(=O)N2CCOCC2)cc1C(=O)Nc1cc(C)on1	5	1.0	-24	-11	10	0.5	1634	1	5	-3	/
CCc1nnc(NC(=O)C2CCC2)s1	3	-0.3	-17	-3	-3	-0.8	1521	-1	6	-8	/
CSc1nc(N2CCOCC2)c2ccccc2n1	6	0.5	21	/	11	2.6	1634	-5	5	51*	/
O=C(Nc1cccc(Br)c1)c1ccc(OC2CSC2)cc1	20	6.3	-16	-5	3	-0.6	1600	10	5	2	0.11
Cc1nc(Sc2cccn2C)c(C(F)(F)F)c(=O)[nH]1	14	0.0	/	-1	14	-0.2	1648	0	12	-3	-0.91
O=C(O)c1oc2ccccc2c1CSc1ccccn1	8	0.9	2	3	0	1.5	1650	8	6	-9	/
CCN1CCCC1CNC(=O)C(=O)Nc1ccccc1OC (stereo not drawn)	7	2.3	/	-6	-1	-7.3	1530	4	1	-4	/
O=C(N/N=C/c1ccc2c(c1)OCO2)c1cc(-c2ccncc2)nc2ccccc12	-7	1.0	1	-3	1	0.3	1487	10	3	46	2
O=C(CSc1nnc(-c2ccccc2)n1-c1ccc(Cl)cc1)N/N=C/c1ccco1	-15	0.5	-9	5	7	0.3	1638	6	10	1	0.16
O=C(CCCSc1nc2ccccc2c(=O)[nH]1)c1ccc(F)cc1	13	5.1	-1	-6	-3	0.1	1444	-5	0	1	-0.0085
C/C(=N\NC(=O)CNC(=O)C(c1ccccc1)c1ccccc1)c1ccc(C)cc1	15	3.6	0	0	-3	0.8	1383	-2	-6	-2	/
CCOC(=O)C1CCN(C(=O)Nc2ccc3oc(C)nc3c2)CC1	6	-1.1	0	3	3	0.5	1691	6	6	-3	/
CCN(CC)CC(O)CN1C(=O)NC(C)(C)C1=O (stereo not drawn)	5	-0.9	-9	-6	-5	-0.8	1593	-5	-1	-6	-0.069
Cc1ccc(-c2nnc(N3CCC(C)CC3)c3ccccc23)cc1C	-3	1.4	-12	1	0	-0.3	1651	8	3	41	-1.2
Cc1ccccc1OCC(=O)OCC(=O)Nc1ccc(S(N)(=O)=O)cc1	3	4.3	5	3	10	-1.2	1475	1	5	-3	-0.94
CNC(=S)Nc1cc(C)ccc1OC(F)F	6	1.5	-8	4	3	0.6	1622	9	3	3	-0.54
Cc1cc(=O)n2[nH]c(C)c(-c3ccc(Cl)cc3)c2n1	-8	3.5	11	-6	0	-1.5	1729	4	5	31	-0.32

Three entries from above, ordered by the number in PPARg SRC-2 ag, lowest first.
| smiles | bIAP inh | RAM inhibit | S1P3 antag | HMGR II inh | PPARg SRC-3 ag | Redox H2O2 prof | PPARg SRC-1 ag | PPARg SRC-2 ag | ROMK mod |
| --- | --- | --- | --- | --- | --- | --- | --- | --- | --- |
| Cc1cc(C(F)F)nn1CC(=O)Nc1cc([N+](=O)[O-])ccc1F | 6 | 3.1 | -17 | -2 | 4 | 0.0 | 2 | 3 | 0.25 |
| CCc1nnc(NC(=O)C2CCC2)s1 | 3 | -0.3 | -17 | -3 | -3 | -0.8 | -1 | 6 | / |
| Cc1cc(C)cc(NC(=S)NC2CC3CCCC(C2)N3C2CC2)c1 (stereo not drawn) | -44 | 0.7 | 2 | -5 | -2 | -1.4 | 3 | 8 | -0.42 |

Given with two lines to a compound: three of the compounds above.
Values run as follows: bIAP inh, RAM inhibit, S1P3 antag, HMGR II inh, PPARg SRC-3 ag, Redox H2O2 prof, SRC2 TRFRET art, PPARg SRC-1 ag, PPARg SRC-2 ag, L major viab, ROMK mod
O=C(N/N=C/c1ccc2c(c1)OCO2)c1cc(-c2ccncc2)nc2ccccc12
 : -7, 1.0, 1, -3, 1, 0.3, 1487, 10, 3, 46, 2
O=C(CSc1nnc(-c2ccccc2)n1-c1ccc(Cl)cc1)N/N=C/c1ccco1
 : -15, 0.5, -9, 5, 7, 0.3, 1638, 6, 10, 1, 0.16
O=C(CCCSc1nc2ccccc2c(=O)[nH]1)c1ccc(F)cc1
 : 13, 5.1, -1, -6, -3, 0.1, 1444, -5, 0, 1, -0.0085

Assay outcomes from PubChem BioAssay.
